a7 integrin act: activators of alpha7 integrin expression for muscular dystrophy; alpha7betagal myoblasts, beta-gal FDG fluorescence, 48 h; actives 0.064% (n = 350,000); Potency, µM (doses to about 38.3 µM), for inactives: at the highest dose activation, hits mostly activators;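 also: potency is read from the fitted curve at half-maximal effect; 100% = response of the positive control SU9516; nearly all actives have a fitted effect of over 60% in size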
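alpha7betagal+/- myoblasts (passage 13, 250/well) treated 48 h at 37C with compounds at 1:260 dilution of DMSO stock. Lysed, then beta-galactosidase activity read as FDG fluorescence (ex 480/em 540) after 30 min, with pre-read for autofluorescence.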
CXXC DNA block: inhibitors of human MLL CXXC domain-DNA interaction. Q03164. MLL-CXXC / FITC-HOXA9 DNA fluorescence polarization. Potency, µM (highest dose often 115 µM), without a hit: top-dose activity change, negative = inhibition, usual class: inhibitors. actives 0.037% (n = 290,000). AID 2662; active = well fitted inhibition curve with a large enough effect in the polarisation, with a control signal flat, not every such curve was filed as active; inconclusive = small, poorly fitted or top-dose-only effect, or effect the other way, or a change in a side signal; inactive = no such curve, though single readings can be large or run the other way; the % refers to the polarisation; also: potency is read from the fitted curve at half-maximal effect
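Steps: dispense CXXC domain solution (7 uM) → pin compounds or unlabeled HOX-A9 DNA control → 5 min ambient → add FLSN-HOX-A9 solution (50 nM) → spin → 30 min ambient → fluorescence polarization. Tris pH 7.5/NaCl/DTT/BSA buffer.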
TSG101-PTAP inh: blocks PTAP/TSG101 interaction to inhibit HIV-1 budding. Q99816. Fluorescence polarization, FITC-PTAP peptide / Tsg101 binding. Potency, µM (series often up to 115 µM), for the others: at the highest dose activity change, negative = inhibition, actives largely listed as inhibitors. 340,000 tested, under 10 active; active = well fitted inhibition curve with a large enough effect in the main read-out, with a control signal flat, not every such curve was filed as active; inconclusive = small, poorly fitted or top-dose-only effect, or effect the other way, or a change in a side signal; inactive = no such curve, though single readings can be large or run the other way; also: potency is read from the fitted curve at half-maximal effect; % of control where 0% means no effect
Target sequence (Q99816 whole entry, looked up): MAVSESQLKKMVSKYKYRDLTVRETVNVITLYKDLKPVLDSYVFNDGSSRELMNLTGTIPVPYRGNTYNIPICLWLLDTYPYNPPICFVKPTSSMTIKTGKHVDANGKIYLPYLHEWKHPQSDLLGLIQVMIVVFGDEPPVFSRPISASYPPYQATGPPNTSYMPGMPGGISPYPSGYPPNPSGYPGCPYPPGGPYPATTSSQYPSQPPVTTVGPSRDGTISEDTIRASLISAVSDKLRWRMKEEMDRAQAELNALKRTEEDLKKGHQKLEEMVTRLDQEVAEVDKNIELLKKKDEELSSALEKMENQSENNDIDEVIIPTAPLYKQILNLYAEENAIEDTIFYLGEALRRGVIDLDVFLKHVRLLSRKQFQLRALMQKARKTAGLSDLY
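Compounds were pin-transferred onto Tsg101 binding domain (10 uM final) in HEPES pH 7.5 buffer, then FITC-PTAP peptide was added at 50 nM final. After 20 min at RT, polarization reported peptide displacement across a qHTS concentration series.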
TCR act: activates T cell receptor signaling; primary human leukocytes, anti-CD3, IL-2 HTRF, 48 h; Potency, µM (titrated, usually from 9.22 µM), for inactives: top-dose activation of IL-2 secretion, most hits filed as activators; 330,000 tested, under 10 active; also: % of control where 0% means no effect
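1) Mix primary human leukocytes, a-CD3 beads and compound. 2) Incubate 48 hr. 3) Add HTRF IL-2 reagents (a-IL-2-K, a-IL-2-d2).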
TRPV1 agonist: human TRPV1 agonism; activation, % at 8.33 µM; TRPV1-expressing cells, Fluo-8 calcium influx, agonist mode; actives 0.19% (n = 320,000); Q8NER1; AID 540275; in the data active = activation above about 80%; inconclusive = between about 30% and that limit; also: 0% is about no effect
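Fluo-8 calcium influx in TRPV1-expressing cells, kinetic read (ex 480/em 520 nm). Compound added and read 3 min for agonist activity, followed by capsaicin at EC20 final and 2 min further read for enhancement.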
p53 reactivator: re-activators of mutant p53 | Potency, µM (series often up to 92.2 µM), inactives show at the top dose activity change, positive = activation, actives largely listed as activators | H1299 p53-A138V BP100-luciferase reporter, luminescence, 24 h | actives 0.063% (n = 320,000); also: potency is read from the fitted curve at half-maximal effect; % of control where 0% means no effect; nearly all actives have a fitted effect of over 45% in size
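H1299 (p53-null), stable ts p53-A138V + BP100-Luc; 1000 cells/well, Opti-MEM/10% FBS; cpd 4 pt, 1:5; 24 h, 37 deg C, 5% CO2; detection reagent 10 min RT; luminescence.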
AT treatment: candidate therapy for ataxia-telangiectasia. […] A-T fibroblasts, KAP-1 phosphorylation AlphaLISA; neocarzinostatin DNA damage 30 min before lysis. Potency, µM (series often up to 57.5 µM), for the others: at the highest dose activation, hits mostly activators. actives 0.19% (n = 320,000); also: potency is read from the fitted curve at half-maximal effect; % of control where 0% means no effect; nearly all actives have a fitted effect of over 45% in size
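ATM-like activity read as KAP-1 phosphorylation via AlphaLISA donor/acceptor antibody pairs after lysis and 6 hr at 25C. Cells were ATM-null patient fibroblasts ([…], hTERT), dosed 60 min, then exposed to the DSB inducer NCS for 30 min.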
B2AR arrestin: recruits beta-arrestin to the human beta2-adrenergic receptor; AID 492947; Potency, µM (doses to about 46.1 µM), for inactives: at the highest dose activation, actives largely listed as activators; actives 0.02% (n = 330,000); beta-arrestin recruitment to beta2AR, cell-based reporter;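 also: potency is read from the fitted curve at half-maximal effect; 0% = DMSO controls and full agonism = EC100 isoproterenol or metaproterenol; nearly all actives have a fitted effect of over 65% in size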
Target sequence (P07550 whole entry, looked up): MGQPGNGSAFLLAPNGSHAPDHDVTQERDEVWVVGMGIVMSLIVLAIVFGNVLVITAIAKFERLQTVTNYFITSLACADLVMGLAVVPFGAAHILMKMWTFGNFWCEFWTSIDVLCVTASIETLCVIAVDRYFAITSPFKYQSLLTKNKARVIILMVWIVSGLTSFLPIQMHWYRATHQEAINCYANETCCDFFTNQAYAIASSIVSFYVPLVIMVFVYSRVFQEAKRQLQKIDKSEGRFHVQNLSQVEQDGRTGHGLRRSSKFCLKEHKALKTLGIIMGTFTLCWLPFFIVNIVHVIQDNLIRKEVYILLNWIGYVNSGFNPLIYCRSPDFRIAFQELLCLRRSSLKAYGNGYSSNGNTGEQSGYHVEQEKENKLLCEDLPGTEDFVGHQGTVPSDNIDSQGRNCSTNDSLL
ELG1 repair inh: blocks ELG1-dependent DNA repair in HEK293T cells. HEK293T ELG1-luciferase reporter, luminescence, 16 h; DNA damage induced by 5-fluorouridine. AID 504467. Potency, µM (highest dose often 46.1 µM), for the others: top-dose activity change, negative = inhibition, usual class: inhibitors. actives 2.3% (n = 330,000); also: potency is read from the fitted curve at half-maximal effect; % is scaled to controls: 0 for no effect and ±100 for the full control effect; nearly all actives have a fitted effect of over 55% in size
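5-Fluorouridine DNA damage + compound/DMSO, 2,000 cells/well, 16 h, 37 °C/5% CO2. ONE-Glo, 30 min RT, luminescence. Readout = decrease in reporter signal.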
BRCA1 expr up: increases BRCA1 expression. MCF7-BRCA1-FFLuc reporter, luminescence, 48 h; response scale: scaled: vehicle 0%, 10 µM genistein 100%. Potency, µM (doses to about 46.1 µM), without a hit: top-dose activation, most hits filed as activators. actives 1.1% (n = 380,000); also: potency is read from the fitted curve at half-maximal effect; nearly all actives have a fitted effect of over 80% in size; some results filed as inactive show a strong effect at the top dose
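Luminescence from a BRCA1-driven firefly luciferase in MCF7 cells was read after 48 h compound exposure at 37 C. Data normalized against DMSO and a 10microM genistein activation control, then curve-fitted across the titration.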
* hit, by the source's call; ? = inconclusive; / = not tested or not shown; [ ] = dose if it differs, or a comment. Unless noted, calls follow the shape of the dose curve; as a rule, active = well fitted curve in the direction sought with a large enough effect; inconclusive = small, poorly fitted or top-dose-only effect, or another doubt; inactive = no such curve, though single readings can be large; an effect the other way counts as inactive or inconclusive.

SMILES	a7 integrin act	CXXC DNA block	TSG101-PTAP inh	TCR act	TRPV1 agonist	p53 reactivator	AT treatment	B2AR arrestin	ELG1 repair inh	BRCA1 expr up
Cn1[nH]c(C(F)(F)F)c(C=Nc2ccc(Cl)cc2)c1=O	12%	-7%	-2%	5%	1	-4%	2%	-0.2%	-11%	2%
Cc1ccc(Oc2nnc(-c3ccccc3)cc2C#N)cc1	1%	10%	-5%	2%	1	-7%	-3%	-0.8%	1%	-3%
COc1ccc(NC(=O)CSc2ncnc3c2nnn3-c2ccc(F)cc2)c(OC)c1	45%	27%	0%	1%	1	0%	1%	0.0%	4%	-23%
CCCn1nc(NC(=O)CC(C)C)c2cc3ccccc3nc21	-40%	2%	4%	0%	?	-11%	10%	-0.4%	-11%	-14%
Cc1ccc(C(C)C)c(OCc2ccc(C(=O)N/N=C/c3ccc(O)cc3O)cc2)c1	-5%	2%	-1%	2%[46.1 µM]	22	?	4%	0.4%	?	-106%
CC(C)N(C(=O)CSc1nc(Cc2ccccc2)nc2ccccc12)C(C)C	11%	-2%	-3%	-5%	?	/	1%	-1.1%	?	-31%
COC1=CC(=O)OC(C)(c2ccccc2)C1 (centres undefined)	9%	/	-2%	-3%	/	/	/	/	/	-11%
Oc1ccc(/C=N/N2CCCCC2)c(O)c1	1%	-8%	-3%	3%	-6	23%	3%	-0.9%	?	74%
CCN(C(=O)CSc1nnc2ccccn12)C1CCS(=O)(=O)C1 (centres undefined)	-75%[inhibitor]	36%[activator]	1%	3%	-2	-1%	-8%	-0.1%	6%	20%
Cc1ccccc1CN(C)CC(=O)Nc1c(C)cccc1C(C)C	25%	-9%	-7%	-2%	27	1%	3%	0.0%	-20%	-12%
O=c1oc(-c2ccccc2)cc(Cl)c1Cl	?	-12%	0%	0%	1	-14%	-12%	-0.6%	?	-98%[inhibitor]
CCOC(=O)c1[nH]c(C)c(CN(C(C)=O)c2ccc(OCC)cc2)c1C	0%	-3%	0%	/	9	-4%	-1%	-0.3%	-16%	-10%
O=C(NCCCCc1ccccc1)c1ccc(Br)cc1	-3%	13%	-1%	2%	?	/	2%	0.5%	?	?
CCOc1ccccc1NC(=O)N1CCC(c2nc3ccccc3[nH]2)CC1	-23%	2%	-8%	/	1	5%	0%	0.4%	-24%	7%
CC(C)c1ccc(/C=C/C(=O)N2CCOCC2)cc1	-5%	9%	2%	/	94*	/	1%	-1.0%	?	?
COc1ccc2nc(SCC(=O)Nc3c(C)cccc3C)[nH]c2c1	1%	7%	-4%	3%	12	-6%	2%	-0.9%	22%	2%
Cc1ccc(S(=O)(=O)NC(=O)N2CCCC(C)(C)C2)cc1	6%	11%	-2%	-8%	0	-5%	0%	-0.9%	2%	-10%
O=C(c1cccnc1)N1N=C(c2cccs2)CC1c1ccc(F)cc1 (centres undefined)	-37%	37%[activator]	-2%	3%	2	-2%	4%	0.3%	-12%	-24%
COc1ccc(Cl)cc1NC(=O)CN(C)C(=O)c1ccc(N2CCCCCC2)c([N+](=O)[O-])c1	-30%	/	-2%	1%	0	-9%	3%	-0.2%	?	-57%
COc1ccc(CN2CCn3ncc(C(=O)Nc4ccc(Cl)cc4Cl)c3C2=O)cc1	22%	0%	0%	-4%	8	0%	/	0.1%	12%	-4%

The closing four compounds of the part above open the next one.
SMILES	a7 integrin act	CXXC DNA block	TSG101-PTAP inh	TCR act	TRPV1 agonist	p53 reactivator	AT treatment	B2AR arrestin	ELG1 repair inh	BRCA1 expr up
Cc1ccc(S(=O)(=O)NC(=O)N2CCCC(C)(C)C2)cc1	6%	11%	-2%	-8%	0	-5%	0%	-0.9%	2%	-10%
O=C(c1cccnc1)N1N=C(c2cccs2)CC1c1ccc(F)cc1 (centres undefined)	-37%	37%[activator]	-2%	3%	2	-2%	4%	0.3%	-12%	-24%
COc1ccc(Cl)cc1NC(=O)CN(C)C(=O)c1ccc(N2CCCCCC2)c([N+](=O)[O-])c1	-30%	/	-2%	1%	0	-9%	3%	-0.2%	?	-57%
COc1ccc(CN2CCn3ncc(C(=O)Nc4ccc(Cl)cc4Cl)c3C2=O)cc1	22%	0%	0%	-4%	8	0%	/	0.1%	12%	-4%
Cc1ccccc1OCCOc1ccccc1C=C(C#N)C#N	/	7%	/	-12%	12	?	15%	-0.5%	?	/
CC1(C)C(c2ccco2)=[N+]([O-])C2(CCCCC2=O)N1O (centres undefined)	1%	-5%	-1%	-3%[46.1 µM]	-1	11%	2%	-0.2%	6%	1%
Cc1ccc(NC(=O)c2cnc(N3CCN(c4ccccn4)CC3)c3ccccc23)c(Br)c1	-64%[inhibitor]	2%	-1%	5%	?	-2%	0%	-0.1%	?	-91%[inhibitor]
O=C(CC1C(=O)NCCN1C(=O)Nc1ccccc1)Nc1cc(Cl)cc(Cl)c1 (centres undefined)	15%	3%	0%	0%	6	-11%	28%	8.7%	-4%	-13%
CCCCN(CC)CCCNC(=O)c1cc2c(=O)[nH]c3ccccc3c2s1	?	-20%	-1%	-2%	1	-2%	8%	-0.1%	14%	-13%
COC(=O)c1ccc2c(c1)NC(=O)C(N1CCCC1)S2 (centres undefined)	6%[7.66 µM]	11%	-4%	/	-3	-11%	3%	-0.7%	?	3%
Cc1nn(-c2ccccc2)c(C)c1NC(=O)COc1ccc([N+](=O)[O-])cc1	6%	/	1%	2%	8	7%	9%	0.1%	?	-35%
Cc1cccc(OCc2nnc(-c3ccc(F)cc3)o2)c1	19%	/	-1%	-4%	24	12%	16%	0.2%	?	43%
Cc1cccc(Nc2nc3c(s2)CCCC3)c1	19%	-4%	0%	1%	8	?	0%	-0.8%	?	10µM*
COc1ccccc1C(=O)NC(CCSC)C(=O)OC(C)C(N)=O (centres undefined)	-5%	3%	-2%	-5%	1	-4%	-4%	0.3%	8%	3%
CCOc1ccc(-c2cn(-c3ccccc3OC)c(=S)[nH]2)cc1	-33%	1%	3%	0%	-4	4%	19%	13%	3%	15%
S=C(Nc1ccccc1)Nc1cccc(Cl)c1Cl	-14%	1%	-7%	-3%	1	-1%	0%	-0.6%	12%	-37%
CC(=O)c1ccc(S(=O)(=O)NC2CC2)cc1	29%	-2%	0%	9%	1	-1%	-6%	-0.9%	2%	6%
CC(C)CNC(=S)Nc1ccc(Oc2ccccc2)cc1	-14%	-5%	-2%	1%[46.1 µM]	23	?	-1%	-1.0%	-1%	-62%
CC1(C)SC2C(NC(=O)C3(N)CCCCC3)C(=O)N2C1C(=O)O (centres undefined)	44%	/	-15%	-5%	/	/	/	/	/	-4%
COc1ccc(Cn2c(O)c(/C=N/NC(=O)c3cccnc3)c3ccccc3c2=O)cc1	3%	?	15%	-5%	?	8%	-4%	-0.6%	18µM*	-77%
COC(=O)c1c(C)[nH]c(C(=O)C(C)OC(=O)C2CC2)c1C (centres undefined)	0%	/	-3%	-5%	0	-3%	-6%	-0.1%	-3%	-27%
COC(=O)c1c(NS(C)(=O)=O)sc2c1CCCC2	6%	-5%	-4%	0%	13	-12%	-9%	-0.2%	0%	-12%
COc1cc2c(cc1OC)C(C1C(=O)CC(C)CC1=O)N(C(=O)CCl)CC2 (centres undefined)	-27%	-6%	0%	-4%[46.1 µM]	-3	3%	-3%	0.1%	16%	7%
N#CCCn1nc(-c2ccccc2)cc1-n1c(C(F)(F)F)nc2ccccc21	24%	0%	-1%	0%	22	-4%	6%	-0.8%	-3%	-39%
COc1ccc(CC(=O)N/N=C(/C)CC(=O)N(C)c2ccccc2)cc1	12%	-1%	-3%	5%	-3	6%	/	0.5%	13%	2%
O=C1CSC(=Nc2ccc(F)cc2)N1	12%	15%	-5%	4%	-1	2%	13%	-0.9%	10%	-5%
CC12CCC(c3nnc(SCC(=O)Nc4cccc5ccccc45)nc31)C2(C)C (centres undefined)	-33%	2%	-5%	2%	3	8%	1%	-0.5%	-4%	2%
O=C(N/C(=C\c1cccc([N+](=O)[O-])c1)C(=O)N1CCCCC1)c1cccs1	-1%	-3%	-2%	0%	22	1%	8%	-1.2%	?	2%
CCC(=O)Nc1ccccc1C(=O)OCC(=O)c1cccc2ccccc12	9%	18%	1%	6%	8	-1%	6%	0.4%	0%	3%
Cc1ccc(C)c(OCC(=O)Nn2c(C)nc3ccccc3c2=O)c1	20%	-4%	-3%	3%	11	-7%	1%	0.2%	-1%	-24%
Cc1ccc(-n2ncc3c2CCCC3NC(=O)CCc2c(C)noc2C)cc1C (centres undefined)	-16%	-5%	/	-3%	?	-14%	-16%	10%	?	-15%
O=C(NCc1ccc2c(c1)OCO2)c1ccc2c(c1)OCCO2	34%	10%	0%	6%	7	8%	/	0.4%	?	34%
CN(CCC#N)C(=S)Nc1ccc(F)cc1	7%	10%	0%	-13%	-7	3%	5%	0.8%	-1%	-3%
Cc1cc(NC(=O)c2ccc3c(c2)OCO3)ccc1NC(=O)c1ccco1	2%	1%	-1%	-2%[46.1 µM]	-1	0%	1%	-0.5%	?	42%
COc1ccccc1CC(=O)Nc1ccccc1O	-8%	12%	-1%	-1%	2	-4%	-4%	-0.2%	2%	6%
